# V1aR counter: V1a receptor agonism, counter-screen for OXTR agonists | P37288 | CHO-V1R cells, Fluo-8 calcium fluorescence, agonist mode; 0% DMSO, 100% 3 nM vasopressin | activation, % at 3 µM | 320,000 compounds, 0.25% hits;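 active means activation above the mean activation of all tested compounds plus 3 SD, per screening run, cut at about 20% in these data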;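 further: signal is peak over basal fluorescence ratio across a 100 second FLIPR read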
# OXTR ag: agonists of human oxytocin receptor; P30559; CHO-OTR cells, Fluo-8 calcium fluorescence; normalized: DMSO 0%, oxytocin 100%; activation, % at 3 µM; 320,000 compounds, 0.32% hits; AID 2435;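 active means activation above the mean of all tested compounds plus 3 SD, cutoff set per screening run, cut at about 20% in these data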;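 further: peak over basal fluorescence ratio from a 100 s FLIPR kinetic read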
# Target sequence (P30559 whole entry, looked up): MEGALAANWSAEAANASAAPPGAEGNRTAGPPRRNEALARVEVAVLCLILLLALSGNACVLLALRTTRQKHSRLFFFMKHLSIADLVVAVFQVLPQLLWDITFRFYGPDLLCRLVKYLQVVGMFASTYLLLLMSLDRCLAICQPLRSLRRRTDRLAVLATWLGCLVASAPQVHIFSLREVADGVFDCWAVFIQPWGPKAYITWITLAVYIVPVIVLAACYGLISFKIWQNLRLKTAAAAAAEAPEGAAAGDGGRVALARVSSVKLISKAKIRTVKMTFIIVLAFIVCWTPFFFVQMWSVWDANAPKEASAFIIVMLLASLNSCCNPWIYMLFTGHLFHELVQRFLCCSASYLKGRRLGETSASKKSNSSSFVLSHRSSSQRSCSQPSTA
# GalR3 antag: antagonists of human GalR3; O60755; HEK293 GalR3-CNG cAMP membrane potential fluorescence; galR3 body fused to GalR1 C-terminus; inhibition, % at 3 µM; 360,000 compounds, 0.44% hits;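 active means inhibition above the screen-wide average plus 3 SD, cut at about 13% in these data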;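 further: forskolin and galanin both at EC90 stimulate the cells; cAMP rise reported by CNG channel membrane potential dye signal; 0% = forskolin plus galanin with DMSO and 100% = forskolin alone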
# Target sequence (O60755 1-299 limits assumed): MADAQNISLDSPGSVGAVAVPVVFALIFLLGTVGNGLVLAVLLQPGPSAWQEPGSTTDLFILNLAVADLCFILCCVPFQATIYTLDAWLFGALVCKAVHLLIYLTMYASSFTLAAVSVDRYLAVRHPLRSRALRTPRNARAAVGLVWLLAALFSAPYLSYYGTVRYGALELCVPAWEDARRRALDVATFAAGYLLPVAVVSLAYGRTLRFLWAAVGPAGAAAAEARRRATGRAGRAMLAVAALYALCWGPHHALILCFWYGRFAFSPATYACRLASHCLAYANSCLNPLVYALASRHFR
# Numbers without * were called inactive.
SMILES,V1aR counter,OXTR ag,GalR3 antag
CC(C)(C)OC(=O)C[C@@H]1C/C=C\C[C@@H](CC(=O)NCCO)C(=O)NC[C@@H](c2ccccc2)OC1=O,0.1,-0.2,-6
CC(C)Cc1nnc(NC(=O)C2CCN(C(=O)c3ccc(F)cc3)CC2)s1,1.4,1.6,5
O=C1c2ccc(Cl)cc2S(=O)(=O)c2cccc(C(=O)N3CCC(Cc4ccccc4)CC3)c21,-1.1,-1.7,0
COc1ccc(OC)c(S(=O)(=O)N2CCN(C(=O)c3cc(C4CC4)nn3-c3ccccc3)CC2)c1,-0.6,-2.1,-5
C=CCN(c1ccccc1)S(=O)(=O)c1cccc(C(=O)N2CCCC2)c1,-0.6,-1.1,0
Cc1c(Cl)cccc1NC(=O)COC(=O)Cc1ccsc1,-0.6,-1.2,-5
CCN(CC(=O)Nc1c(F)cccc1F)C(=O)CSC(=S)N1CCCC1,0.9,0.3,-5
Cc1ccc(CSCC(=O)N(C)CC(=O)Nc2ccccc2C(F)(F)F)cc1,-0.3,-0.1,-4
COc1cccc(NC(=O)COC(=O)CCC2CCCC2)c1,-0.3,-1.6,-6
CC1CC(C)CN(S(=O)(=O)c2ccc(NC(=O)c3ccc(=O)[nH]c3)cc2)C1 (stereo not drawn),0.3,0.5,3
O=C(COC(=O)c1n[nH]c(=O)c2ccccc12)Nc1ccccc1F,0.1,1.4,-6
Cc1ccc(S(=O)(=O)N2CCC(C(=O)OCC(=O)N(C)C3CCCCC3)CC2)cc1C,0.9,-1.2,-4
COc1ccc(NC(=O)CSc2n[nH]c(-c3ccccc3)n2)cc1S(N)(=O)=O,0.5,-0.3,-2
CC(=O)N1CCN(CC(C)(C)NS(=O)(=O)c2ccccc2)CC1,1.3,1.7,-4
O=C(CSc1nc2c(cnn2-c2cccc(Cl)c2)c(=O)[nH]1)NCC1CCCO1 (stereo not drawn),0.1,0.8,-6

# Ordered by SMILES length (smallest number first): part of the list above.
SMILES,V1aR counter,OXTR ag,GalR3 antag
CCN(CC(=O)Nc1c(F)cccc1F)C(=O)CSC(=S)N1CCCC1,0.9,0.3,-5
CC(C)Cc1nnc(NC(=O)C2CCN(C(=O)c3ccc(F)cc3)CC2)s1,1.4,1.6,5
COc1ccc(NC(=O)CSc2n[nH]c(-c3ccccc3)n2)cc1S(N)(=O)=O,0.5,-0.3,-2
CC1CC(C)CN(S(=O)(=O)c2ccc(NC(=O)c3ccc(=O)[nH]c3)cc2)C1 (stereo not drawn),0.3,0.5,3
COc1ccc(OC)c(S(=O)(=O)N2CCN(C(=O)c3cc(C4CC4)nn3-c3ccccc3)CC2)c1,-0.6,-2.1,-5
CC(C)(C)OC(=O)C[C@@H]1C/C=C\C[C@@H](CC(=O)NCCO)C(=O)NC[C@@H](c2ccccc2)OC1=O,0.1,-0.2,-6

# New compounds follow
SMILES,V1aR counter,OXTR ag,GalR3 antag
O=C(COC(=O)c1cccnc1Cl)NC(=O)NC1CCCCC1,3.7,2.3,-5
CN(CC(=O)Nc1ccc(F)cc1)CC(=O)N1CCCCC1,0.5,2.4,-6
O=C(C1=COCCO1)N1CCN(S(=O)(=O)c2cccc(F)c2)CC1,0.8,0.6,0
Nn1c(SCC(=O)NCC2CCCO2)nnc1-c1ccco1 (stereo not drawn),0.7,0.6,-4
COc1cccc(C(=O)NCCS(=O)(=O)NC2CCCC2)c1,0.2,-0.5,-5
O=C(O)c1ccc(OS(=O)(=O)c2cccc(C(F)(F)F)c2)cc1,1.5,1.4,-3
COc1ccc(-c2sc3ccccc3c2/C=C/c2ccc(N)cc2)cc1,-0.1,1.2,0
COc1cc(OC)cc(C(=O)N[C@H](C(=O)Nc2c(C)n(C)n(-c3ccccc3)c2=O)C(C)C)c1,-0.8,-0.3,-6
O=C(c1ccc(NS(=O)(=O)c2ccc(F)cc2)cc1)N1CCC1,-0.1,0.1,-4
Cc1cccc(NC(=O)c2nc[nH]c2C(=O)NCCCCNC(=O)c2[nH]cnc2C(=O)Nc2cccc(C)c2)c1,1.0,0.4,-4
COC(=O)[C@]1(Cc2ccccc2)N[C@H](CN(C)S(=O)(=O)c2ccc(C)cc2)[C@@H]2C(=O)N(Cc3ccccc3)C(=O)[C@@H]21,1.2,2.9,-7
OCC[C@H]1C[C@H](O)[C@@H](O)[C@]2(OCCc3ccccc32)O1,1.1,0.5,0
C=C(C)C(O)COc1c2occc2c(OC)c2ccc(=O)oc12 (stereo not drawn),-0.1,-0.6,-7
O=C(COC(=O)Cc1ccc(Cl)cc1)NCc1ccc(F)cc1,0.3,-1.9,-3
COc1ccc(-c2noc(CN(C(=O)c3ccc4c(c3)OCO4)C(C)C)n2)cc1OC,-1.3,-0.4,-4
Cc1ccc(S(=O)(=O)CCC(=O)OCC(=O)Nc2cc(S(=O)(=O)N3CCOCC3)ccc2C)cc1,2.6,0.4,3
COc1ccc([C@H]2CC(=O)C=C(c3cccc4c3Oc3ccccc3S4)C2)cc1,1.5,0.8,-7
COc1ccc(NC(=O)c2ccc(Cl)nc2)cc1S(=O)(=O)N1CCOCC1,1.7,0.9,-6
Cc1ccc(-c2nnc(SCC(=O)Nc3cccnc3Cl)n2N)cc1,-0.2,-2.7,-3
COC(=O)[C@@]12CCCCN1[C@H](c1ccc(-c3ccc(Cl)c(Cl)c3)c(OC)c1)[C@H]1C(=O)N(C)C(=O)[C@H]12,0.2,1.5,-6
Cc1nn(-c2ccccc2)c(C)c1NC(=O)COC(=O)c1ccc(S(=O)(=O)C(F)F)cc1,3.2,2.0,-2
O=C(C[C@H]1C/C=C\C[C@@H](Cc2ccc(F)cc2)C(=O)OC[C@@H]2CCCN2C1=O)NCCO,1.6,5.6,1
Cc1ccc(S(=O)(=O)N2CCC(C(=O)OCC(=O)N3CCCCC3C)CC2)cc1C (stereo not drawn),-1.7,-2.6,-2
Cc1ccc(NC(=O)COc2ccccc2C(=O)NCc2ccccc2)cc1,4.8,3.1,-3
COc1ccccc1C(=O)NCCC(=O)NC1CCCCC1C (stereo not drawn),-0.5,0.9,-4
CC[C@@]1(C(=O)OC)N[C@H](CN(C)C(=O)Nc2ccccc2)[C@@H]2C(=O)N(C)C(=O)[C@@H]21,0.2,0.7,0
CN(C)S(=O)(=O)c1ccc(N2CCCC2)c(C(=O)NC2CCCCC2)c1,1.0,1.5,-5
Cc1ccccc1-c1nc2c(s1)CCc1onc(-c3ccc(Cl)cc3)c1-2,0.9,0.8,-7
CCc1nnc(NC(=O)CCC2CCCCC2)s1,-0.5,-0.9,2
NC(=O)c1ccsc1NC(=O)COC(=O)c1ccccn1,1.0,-1.7,-6
Nc1ccc2c(c1)C(=O)c1ccccc1C2=O,-0.3,0.3,-3
Cc1ccc(S(=O)(=O)N2CCN(C(=O)COC(=O)c3ccc([N+](=O)[O-])o3)CC2)c(C)c1,3.2,3.4,-7
Cc1c(C(C)C[C@H](C)O)oc(=O)c2c1Oc1c(C)c(C(C)C[C@H](C)O)oc(=O)c1C2 (stereo partly drawn),0.7,1.8,-1
C=CCNC(=S)N/N=C/c1ccc(-c2ccc(Cl)cc2Cl)o1,0.1,0.1,-3
COc1cc(/C=C/C(=O)OCC(=O)Nc2oc(C)c3c(C)n[nH]c(=O)c23)ccc1OC(F)F,-1.2,-2.4,-1
O=S(=O)(c1ccc(NCCOc2ccccc2)nc1)N1CCCC1,0.3,-0.7,-9
Cc1ccc(NC(=O)COC(=O)CCNS(=O)(=O)c2c(Cl)cccc2Cl)cc1,1.2,1.1,-7
COc1ccc2c(c1)[C@H]1[C@H](CO2)[C@H](c2ccccc2)[C@]2(C)C(=O)Nc3ccc(F)cc3C(=O)N12,0.9,-0.6,-2
CN(C(=O)c1ccc(NC(=O)Cc2ccc(NC(=O)C3CCN(C(=O)CCc4ccccc4)CC3)cc2)cc1)C1CC1,-0.2,-0.7,6
CC(C)C[C@H]1CN=C(N(C)C)N1CC(C)C,-0.1,0.3,-2
C=C[C@@H](C)N(Cc1ccc(OC)cc1)S(=O)(=O)N(Cc1ccccc1)[C@H](C=C)C(C)C,1.4,1.2,-3
CC(=O)Nc1ccc(NC(=O)C(C)OC(=O)c2ccc3ccccc3n2)cc1 (stereo not drawn),0.3,-0.6,-5
O=C(NCc1cccnc1)c1cccc(S(=O)(=O)NCc2ccccc2)c1,0.2,0.2,1
CCOC(=O)c1ccc(S(=O)(=O)N2CCN(C/C=C/c3ccccc3)CC2)cc1,2.3,0.8,-5
CCOc1ccc(Cl)cc1C1=CC(=O)C[C@H](c2ccc(OC)cc2)C1,2.3,3.0,-3
O=C(NCc1ccco1)c1cccc2c1C(=O)c1ccc(/C=C/c3ccccc3)cc1S2(=O)=O,2.9,3.1,-5
Cc1ccc(S(=O)(=O)N2CCCCC2)cc1NC(=O)COc1ccccc1,4.9,0.3,-7
COc1ccc(NC(=O)C(=O)NCC(c2ccco2)N2CCc3ccccc3C2)cc1OC (stereo not drawn),-1.2,0.5,4
C[C@H](CO)N1C[C@H](C)[C@@H](CN(C)S(C)(=O)=O)Oc2ccc(NC(=O)C3CCCCC3)cc2C1=O,1.9,0.5,-5
CC(C)[C@H](NC(=O)c1ccccc1)C(=O)OCC(=O)NCc1ccc2c(c1)OCO2,-0.3,-0.8,-2
O=C(NCCS(=O)(=O)N1CCN(c2cccc(Cl)c2)CC1)c1ccco1,-1.0,-0.6,-2
Nc1nnc(SCC(=O)Nc2cccc(S(=O)(=O)N3CCOCC3)c2)s1,0.8,0.1,-3
COc1ccc(Cl)cc1NC(=O)CN(C)C1CCS(=O)(=O)C1 (stereo not drawn),0.6,-0.4,-6
CCN1CCN=C1Nc1ccccc1,0.4,0.8,-1
CCOc1ccc(NS(=O)(=O)c2ccc(C(=O)N(C)CC(=O)Nc3ccc(OC)cc3)cc2)cc1,0.0,1.1,-2
CCOc1ccc(NC(=O)COC(=O)c2cc(=O)c3ccccc3o2)cc1,0.5,-0.1,-3
O=C(OCCCc1cc2ccccc2c(=O)o1)c1ccc(F)cc1,1.1,0.7,-6
Cc1ccc(CNC(=O)C(=O)NCCC2CCCCN2S(=O)(=O)c2cccs2)cc1 (stereo not drawn),-0.6,-1.6,2
Cc1cccc(NC(=O)CNC(=O)c2cccc(S(=O)(=O)NCc3cccs3)c2)c1C,-0.4,-0.6,-6
COc1ccc(NC(=O)CN(C)CC(=O)Nc2sc3c(c2C(N)=O)CCC3)cc1,-0.5,-1.3,-4
# Carrying on:
SMILES,V1aR counter,OXTR ag,GalR3 antag
O=C(NCCOc1ccc(Cl)cc1)c1cccc(S(=O)(=O)N2CCCC2)c1,5.5,4.9,-4
O=C(COc1ccc([N+](=O)[O-])cc1)NCC(c1cccs1)N1CCOCC1 (stereo not drawn),1.0,0.7,0
Cn1c(CC(=O)NNC(=O)c2ccccc2F)nc2ccccc21,0.5,1.2,-6
CC(=O)c1cccc(NC(=O)C2CC(=O)N(C3CCCC3)C2)c1 (stereo not drawn),0.8,1.1,-4
CN(CC(=O)Nc1ccc(Cl)c(Cl)c1)C(=O)c1cccc2cccnc12,8.6,4.9,-1
CN(C1CCCCC1)S(=O)(=O)CCNC(=O)c1ccccc1,-1.1,0.4,-6
Nc1ccccc1C(=O)NCCCN1CCN(c2cccc(Cl)c2)CC1,1.3,0.7,-8
C[C@H](CO)N1C[C@H](C)[C@@H](CN(C)C)Oc2c(NC(=O)CCCCCC(=O)Nc3ccccc3N)cccc2C1=O,0.7,0.5,-3
COc1cccc(N2CCN(C(=O)c3ccccc3SCC(=O)NCc3ccco3)CC2)c1,1.7,1.1,-1
Cc1cc(C)c(CN2CCN(C(=O)Cn3cnc4c(OCc5ccccc5)ncnc43)CC2)c(C)c1,4.0,3.1,98*
COc1c(OC)c2[nH]c(=O)cc3c4ccccc4n(c1=O)c23,0.8,0.6,-3
COC(=O)c1ccccc1NC(=O)CNc1ccc(F)c(S(=O)(=O)N2CCOCC2)c1,4.3,3.8,-3
Cc1ccc(C(CNS(=O)(=O)c2ccc(F)cc2)N2CCN(C)CC2)cc1 (stereo not drawn),0.8,2.3,-5
O=C(NCC1(N2CCCCC2)CCCCC1)c1ccc(NS(=O)(=O)c2ccc(F)cc2)cc1,0.5,1.6,0
O=C(CN1C(=O)NC(Cc2c[nH]c3ccccc23)C1=O)NC1CCCCC1 (stereo not drawn),-0.2,0.1,1
O=C(c1ccco1)N1N=C(c2ccc(Br)cc2)CC1c1ccco1 (stereo not drawn),-0.5,-1.5,-5
O=C(NCCCc1ccccc1)c1cccc(S(=O)(=O)N2CCOCC2)c1,0.9,0.5,-5
COc1ccc(S(=O)(=O)N2CCOCC2)cc1NC(=O)c1ccc(Cl)cc1,-0.1,0.9,-4
O=C(NCc1ccccc1CN1CCCCC1)c1ccccc1N1CCCC1=O,1.6,1.6,-5
CC(OC(=O)c1ccc(Cl)nc1)C(=O)NC1(C#N)CCCCC1 (stereo not drawn),0.4,0.1,-1
Cc1ccc(C)c(S(=O)(=O)N2CCN(C(=O)C3CC3C)CC2)c1 (stereo not drawn),-0.5,-0.5,0
Cc1ccccc1C(=O)N1CCC(C(=O)OCc2ccccn2)CC1,1.0,1.5,6
O=C(Nc1cc(C(=O)N2CCN(c3ccccc3O)CC2)ccc1Cl)c1cccs1,0.5,0.1,-4
COc1ccc(N2CCN(S(=O)(=O)CCNC(=O)c3cccs3)CC2)cc1,1.2,0.8,-1

# Quoted from the listing:
# Reading of `COc1ccc(N2CCN(S(=O)(=O)CCNC(=O)c3cccs3)CC2)cc1` under GalR3 antag: -1
# Reading of `O=C(NCc1ccccc1CN1CCCCC1)c1ccccc1N1CCCC1=O` under GalR3 antag: -5

# Only part of the results is shown (hit frequency here may not be typical).
